High-throughput results from PubChem.
PglD inh: PglD (C. jejuni) enzyme inhibition; purified PglD enzyme, DTNB colorimetric CoA detection; inhibition, % at 12.5 µM; 360,000 compounds, 0.098% hits; in the data active = inhibition above about 16%, passing the limit was not always enough; inconclusive = no clear call, values can overlap the other calls; also: strong numbers were not always called active
ARNT TACC3 PPI: disrupts binding between human ARNT and TACC3 | Q9Y6A5 | AlphaScreen His-ARNT PAS-B/GST-TACC3 binding, luminescence; TACC3 fragment carries E629A point mutation | inhibition, % at 9.99 µM | 390,000 compounds, 0.66% hits;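 active = mean inhibition of replicates at least 50% and at least half of replicates each reaching 50%; inconclusive = half or more replicates reach 50% but mean below 50%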;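 also: 0% = complete ARNT plus TACC3 wells and 100% = ARNT alone without TACC3; many hits fall short of the cut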
esBAF inh: inhibitors of esBAF chromatin remodeling in mouse ES cells; Bmi1-luciferase knock-in reporter, 24 h; 100% = twice the neutral-well signal; reporter increase, % at 12.5 µM; 350,000 compounds, 2% hits; AID 602393; in the data active = activation above about 40%; inconclusive = no clear call, values can overlap the other calls;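 also: 0% = median of the plate's neutral control wells and 100% = double that signal; a rise in the Bmi1 reporter signal indicates esBAF inhibition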
E-selectin induc: induces E-selectin expression in human endothelial cells; P16581; HUVEC E-selectin immunofluorescence imaging; normalized: neutral wells 0, TNF-alpha wells 100; activation, % at 7.58 µM; 260,000 compounds, 0.37% hits;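 active = mean E-selectin-positive cell signal at least 10% of the positive control, reached in at least 60% of replicates, without over 20% cell loss; inconclusive = no rule given, readout overlaps actives, possibly toxicity-flagged; inactive = the rest, including those meeting only one limit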;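 also: in these data hits start at about 27%; measured in HUVEC primary endothelial cells; signal is the percent of cells scored E-selectin positive by PE staining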
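Test system – human umbilical vein endothelial cells (HUVEC), E-selectin induction · Input – 3,000 HUVEC seeded per well · Buffer or medium – EGM-2, gelatin · Compound dosing – single-point compound dose · Detection – immunofluorescence imaging · Measure – percent E-selectin-positive cells · Controls – TNF-alpha high, DMSO low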
ERp5 block: inhibitors of human ERp5; inhibition, % at 9.99 µM; 350,000 compounds, 0.05% hits; Q15084; ERp5 insulin aggregation, absorbance 650 nm, 90 min; AID 651711;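 active = mean replicate inhibition above about 25%, with every replicate also reaching it, limit read from the data, passing the limit was not always enough; inconclusive = only one of those two criteria met; inactive = neither criterion met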
Casp6 inh: inhibitors of human caspase-6; P55212; purified caspase-6, Z-VEID-R110 cleavage fluorescence; inhibition, % at 12.5 µM; 350,000 compounds, 0.53% hits;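 active = mean inhibition across replicates at least about 35%, with every replicate also reaching that limit, limit read from the data; inconclusive = only one of the two criteria met; inactive = neither criterion met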;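 also: 0% = median of neutral control wells and 100% = no fluorescence left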
Target sequence (P55212 24-179 limits assumed): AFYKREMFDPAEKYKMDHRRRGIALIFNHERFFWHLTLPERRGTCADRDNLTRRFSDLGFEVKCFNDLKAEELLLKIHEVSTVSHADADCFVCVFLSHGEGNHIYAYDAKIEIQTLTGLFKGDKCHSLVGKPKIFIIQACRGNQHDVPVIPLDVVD
Target sequence (P55212 194-293 limits assumed): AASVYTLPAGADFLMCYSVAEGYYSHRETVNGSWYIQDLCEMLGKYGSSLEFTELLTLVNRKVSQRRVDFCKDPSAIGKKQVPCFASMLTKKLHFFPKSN
RAD52 inh: inhibitors of human RAD52 DNA annealing; P43351; recombinant RAD52 DNA annealing, FRET fluorescence; 360,000 compounds, 0.46% hits; inhibition, % at 18.7 µM;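 active = every replicate showing at least 50% inhibition; inconclusive = mean inhibition at least 50% but not in every replicate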
RAD54 branch: RAD54 (human) branch migration inhibition; inhibition, % at 10.4 µM; AID 602329; 360,000 compounds, 0.14% hits; Q92698; RAD54 Holliday junction branch migration, FAM/BHQ fluorescence;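 active = mean normalized replicate activity at least 40 and at least half of replicates scoring 40 or more; inconclusive = only one of the two criteria met; inactive = mean below 40 and under half of replicates reaching 40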;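 also: 0% = median of neutral control wells and 100% = median of positive control wells; inhibitors cause a drop in the FAM fluorescence signal; in these data hits start at about 50%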
Target sequence (Q92698 whole entry, looked up): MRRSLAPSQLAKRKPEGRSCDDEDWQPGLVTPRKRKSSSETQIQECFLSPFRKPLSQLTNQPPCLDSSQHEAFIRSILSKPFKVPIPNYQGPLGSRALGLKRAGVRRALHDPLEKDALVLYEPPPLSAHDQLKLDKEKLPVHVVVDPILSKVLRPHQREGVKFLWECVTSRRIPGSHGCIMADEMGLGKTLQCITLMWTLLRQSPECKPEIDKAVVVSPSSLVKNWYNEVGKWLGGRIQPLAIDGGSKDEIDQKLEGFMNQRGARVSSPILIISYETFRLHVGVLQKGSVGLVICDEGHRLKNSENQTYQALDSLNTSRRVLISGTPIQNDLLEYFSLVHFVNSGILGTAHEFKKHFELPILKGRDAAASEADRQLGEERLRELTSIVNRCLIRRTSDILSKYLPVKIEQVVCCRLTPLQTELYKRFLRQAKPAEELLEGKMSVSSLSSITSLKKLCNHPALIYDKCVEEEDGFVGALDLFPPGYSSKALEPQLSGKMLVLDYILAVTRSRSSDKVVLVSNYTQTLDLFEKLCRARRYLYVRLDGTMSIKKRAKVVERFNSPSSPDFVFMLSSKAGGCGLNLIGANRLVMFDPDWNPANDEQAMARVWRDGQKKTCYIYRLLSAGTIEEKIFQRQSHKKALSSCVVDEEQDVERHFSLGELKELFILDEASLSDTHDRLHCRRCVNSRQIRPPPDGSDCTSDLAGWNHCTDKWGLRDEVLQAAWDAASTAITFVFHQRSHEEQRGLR
The depositor's hits bear a star; ? = inconclusive; . = not tested or not shown; & = joins results of further samples. No enrichment for hits. About 3.2% of those tested had a hit in this group.

SMILES | PglD inh | ARNT TACC3 PPI | esBAF inh | E-selectin induc | ERp5 block | Casp6 inh | RAD52 inh | RAD54 branch
O=C(c1ccc([N+](=O)[O-])s1)N1CCN(c2cccc(Cl)c2)CC1 | -2 | 0 | . | -0.5 | . | . | . | 7
COc1ccc(-c2ccc3c(c2)S(=O)(=O)c2cccc(C(=O)NCc4ccccc4Cl)c2C3=O)cc1OC | 5 | 13 | 1 | 0.6 | 3 | -6 | -13 | -3
Clc1ccc(-c2nc3ccccn3c2CN2CCSCC2)cc1 | . | 1 | . | -0.1 | 2 | 5 | -3 | .
O=c1c(C/C=C/c2ccccc2)c(O)ccn1Cc1cccc(Cl)c1 | . | 0 | . | 1.2 | 2 | -2 | 0 | .
Cc1ccc2nc(NC(=O)COC(=O)c3ccc(Br)o3)sc2c1 | -1 | -3 | 18 | . | . | . | . | -4
CC(C)(Cc1ccc(O)cc1)NC(=O)CC(=O)N/N=C/c1ccc([N+](=O)[O-])cc1 | . | -3 | 3 | . | -5 | 4 | -7 | .
OC(c1ccc(Cl)c(Cl)c1)c1ncc(-c2ccccc2F)[nH]1 (centres undefined) | -1 | . | 10 | 0.1 | -1 | 3 | -8 | 9
CCC(=O)N(C)C[C@@H]1Oc2ncc(C#Cc3ccncc3)cc2C(=O)N([C@@H](C)CO)C[C@H]1C | -1 | 0 | 2 | 0.7 | 9 | 3 | -24 | -6
CCCCCCCNC(=O)C1(CC2CC(c3cccc(Br)c3)=NO2)CCN(C(=O)Cc2ccc(F)cc2)CC1 (centres undefined) | 0 | -3 | 1 | . | . | . | . | 4
CCCC(=O)N/N=C1\CS(=O)(=O)N(C)c2ccsc21 | 8 | -3 | -1 | . | -8 | -1 | -20 | 7
O=[N+]([O-])c1ccc(N2CCCC2)cc1NCc1ccccc1 | 1 | 4 | 4 | . | . | . | . | -6
c1ccc(-c2nn[nH]n2)cc1 | . | -8 | . | . | 4 | -1 | -11 | .
O=C(c1cccs1)N1CCN(C(=O)c2ccco2)c2ccccc2C1 | -3 | -3 | -3 | . | . | . | . | 1
NC(=O)CC(NC(=O)Cc1cccc2ccccc12)c1ccc(N2CCC(N3CCCCC3)CC2)c([N+](=O)[O-])c1 (centres undefined) | 4 | -9 | 6 | 0.2 | 2 | -3 | -6 | 3
Cc1ccnc(Cc2ccccc2)n1 | -1 | -2 | -5 | 0.0 | 3 | -1 | -6 | -8
CS(=O)(=O)N(CC(=O)NCCSCc1ccccc1Cl)c1ccccc1F | 4 | . | -7 | . | 1 | 0 | -11 | 2
C[C@@H]1CN([C@@H](C)CO)C(=O)Cc2cc(NC(=O)CCN3CCOCC3)ccc2O[C@H]1CN(C)Cc1ccc(C(F)(F)F)cc1 | 0 | 6 | 0 | . | -3 | 2 | 3 | -2
N#C/C(=C\c1ccc(N2CCOCC2)o1)C(=O)NCC1CCCO1 (centres undefined) | . | 0 | 0 | . | -1 | 34 | -216 | .
COc1ccc(NC(=O)Nc2ccc3c(c2)C(=O)N([C@H](C)CO)C[C@H](C)[C@@H](CN(C)C(=O)NC2CCCCC2)O3)cc1 | -1&8 | -5 | 0&-4 | 0.0&0.3 | -2&9 | -2&1 | -20&-1 | -4&-3
CN(C)CC(=O)N[C@@H]1CC[C@@H](CC(=O)O)O[C@@H]1CO | . | . | . | -0.3 | 15 | 0 | -18 | .
COc1cccc(-c2ccc3c(c2)O[C@@H](CN(C)C(=O)C2CCC2)[C@@H](C)CN([C@H](C)CO)S3(=O)=O)c1 | -2 | -5 | 1 | 0.9 | 10 | 2 | -11 | -4
COc1ccc(/C=N/NC(=O)c2ccn[nH]2)cc1CN1CCOCC1 | -3 | . | 8 | . | 1 | 0 | -1 | -8
CO[C@H]1CC[C@H]2CCOc3ccc(C#N)cc3C(=O)N(C)C[C@H](OC)[C@@H](C)C(=O)N(C)C[C@H]1O2 | 0 | -3 | 1 | 0.0 | 12 | 1 | -5 | 0
COCC(=O)N1CC(=O)N2[C@H](CO)[C@@H](c3ccc(C#CC4CCCC4)cc3)[C@@H]2C1 | . | . | . | 0.0 | 0 | -2 | -7 | .
CN1CCN(c2nc(Nc3ccccc3)nc(N)c2[N+](=O)[O-])CC1 | . | 5 | 5 | 0.4 | 1 | 0 | 12 | .
SMILES | PglD inh | ARNT TACC3 PPI | esBAF inh | E-selectin induc | ERp5 block | Casp6 inh | RAD52 inh | RAD54 branch
CC(C)OC(=O)N(C)C[C@@H]1OCc2ccccc2-c2c(n(C)c3ccccc23)C(=O)N([C@H](C)CO)C[C@H]1C | 2 | 6 | 1 | -0.2 | 1 | 4 | 18 | 1
COc1ccc(C(=O)/C=C/c2ccccc2)c(OC)c1 | -6 | 2 | 86* | . | 2 | -1 | -19 | -1
Cc1ccc(Cn2nnc3c(=O)n(CC(=O)OCc4ccccc4)cnc32)cc1 | 4 | -2 | 9 | . | 1 | 0 | -13 | 0
CC(=O)N(CC(C)C)C[C@H]1[C@@H](c2ccc(C3=CCCC3)cc2)[C@@H](CO)N1C(C)=O | 2 | -3 | 1 | 0.1 | -3 | . | -12 | -8
CCCCCC(=O)N1C[C@H](n2cc(C3CC3)nn2)[C@@H](O)C[C@@H]1c1ccc(Cl)cc1 | -5 | . | 4 | -0.2 | -7 | 2 | -5 | -6
C[C@H]1CN([C@@H](C)CO)C(=O)c2c(c3ccccc3n2C)-c2ccccc2CO[C@H]1CN(C)Cc1ccc(Oc2ccccc2)cc1 | . | . | . | -1.9 | 4 | -3 | 11 | .
CC(C)NC(=O)CN1C(=O)C(=O)c2ccccc21 | 6 | -5 | -10 | . | . | . | . | -2
COc1ccc(C)cc1CN1C(=O)c2ccccc2C1=O | 1 | -4 | 1 | . | -2 | 2 | -8 | 0
COc1ccccc1N1CCN(CCN(C(=O)C2CCCCC2)c2ccccn2)CC1 | -2&5 | -3&-2 | 6&0 | -0.3&1.1 | -7&-1 | 10&-2 | -10&-10 | 4&-10
C=CCOc1ccccc1/C=C/C(=O)O | 1 | -5 | 1 | . | . | . | . | 2
O=C(COc1ccc(S(=O)(=O)NC2CCCCC2)cc1)N1CCN(c2ccc(F)cc2)CC1 | 0 | 1 | -1 | -0.6 | -1 | -2 | -26 | 13
O=C(Nc1ccc(F)cc1)N1C[C@H]2[C@@H](c3ccccc31)[C@H](CO)N2Cc1ccccc1 | -12 | -4 | 12 | 0.1 | -2 | -2 | -9 | -7
CCOc1ccc(S(=O)(=O)Nc2cc(NS(=O)(=O)c3ccc(OCC)cc3)cc(C(=O)O)c2)cc1 | 1 | . | 5 | -0.1 | 0 | 70* | -29 | 9
COc1ccc(NC(=O)CN(C)CC(=O)Nc2cccc(C(C)=O)c2)cc1 | 1 | 7 | -2 | ? | 2 | -1 | -11 | -5
Cc1ccc(-c2ccc(OC(=O)c3ccc(=O)[nH]c3)c(C)c2)cc1 | 10 | . | 17 | 1.2 | 3 | 2 | -16 | -2
CCCS(=O)(=O)NC(=O)C1(C)CCCN(C(=O)c2cc(C(C)(C)C)nn2C)C1 (centres undefined) | 5 | . | -8 | 0.0 | -1 | -6 | -17 | 5
O=C1NC(Cc2ccc(Cl)cc2)COCc2cnnn2CCC1c1ccccc1 (centres undefined) | . | . | . | 0.1 | 0 | -3 | 15 | .
CC(C)N(Cc1nc(-c2ccccc2)no1)C(=O)CN1C(=O)c2ccccc2C1=O | 2 | -14 | 0 | . | . | . | . | 14
CNC[C@@H]1Oc2ccc(NS(=O)(=O)c3ccc(OC)cc3)cc2CC(=O)N([C@H](C)CO)C[C@H]1C | 7 | -2 | -4 | -1.1 | 6 | -3 | 10 | 2
CN(C)CC(=O)N1CCCCN2[C@H](C1)[C@@H](c1ccc(/C=C/c3ccccc3)cc1)[C@@H]2CO | 6 | 21 | -6 | 0.6 | 3 | 1 | 58* | 25
O=C(NCC1CC1)[C@@H]1[C@@H](CO)[C@@H]2Cn3c(cccc3=O)[C@H]1N2CCc1ccccc1 | 1 | 7 | 1 | 0.8 | -1 | -1 | -3 | -10
CNC(=O)c1cc(S(=O)(=O)NC2CCCCCC2)ccc1C | 5 | -1 | -6 | -0.2 | -5 | 5 | -12 | -2
COCC(=O)N1[C@H](CO)[C@H]2c3ccccc3N(C(=O)c3ccccc3F)C[C@H]21 | -3 | -3 | 2 | 0.4 | -1 | 1 | 5 | 4
CCOC(=O)Cn1nnc(-c2cccc(OC)c2)n1 | 5 | 22 | 8 | . | . | . | . | -5
CCCNC(=O)N(C)C[C@H]1Oc2cc(C#CC(C)(C)O)ccc2S(=O)(=O)N([C@@H](C)CO)C[C@@H]1C | -4 | -1 | -39 | -0.7 | 4 | -3 | 0 | 1
SMILES | PglD inh | ARNT TACC3 PPI | esBAF inh | E-selectin induc | ERp5 block | Casp6 inh | RAD52 inh | RAD54 branch
CCNc1nc(NC(C)C)nc(OCCOC(=O)Nc2ccccc2)n1 | 0 | 3 | 11 | . | -1 | 1 | -2 | -9
COc1ccc(-c2cccc(NS(=O)(=O)c3ccccc3[N+](=O)[O-])c2)nn1 | 3 | 2 | . | -2.2 | -2 | 5 | -15 | 2
COc1cc(/C=C2\NC(=S)NC2=O)ccc1OCc1cccc(C(=O)O)c1 | 5 | 22 | 6 | -0.1 | 3 | 8 | -31 | -8
CC(=O)Nc1cc(NC(C)=O)cc(C(=O)OCC(=O)c2ccc3c(c2)OCO3)c1 | . | 0 | . | . | 0 | 4 | -26 | .
CC(=O)NCCCC(=O)NC(CCC(=O)OCc1ccccc1)C(=O)OCc1ccccc1 (centres undefined) | 0 | 1 | -3 | 1.5 | 4 | -1 | -2 | 5
C[C@@H]1CN([C@@H](C)CO)C(=O)c2cc(NS(=O)(=O)c3ccc(F)cc3)ccc2O[C@@H](C)CCCCO[C@H]1CN(C)C(=O)Nc1ccccc1 | -1 | -3 | 11 | -0.3 | . | . | . | -7
CCC(=O)Nc1ccc2nc(SCC(=O)N3CCCC3)sc2c1 | -3 | -1 | 10 | . | -2 | -1 | -20 | -7
COc1cc(C(=O)Oc2cccc(C)c2)cc(OC)c1OC | -3 | -8 | -6 | . | . | . | . | -6
O=C(O)COc1ccccc1/C=N/NC(=O)CN1CCN(Cc2ccccc2Cl)CC1 | -1 | -3 | -9 | 0.2 | 2 | 8 | -7 | -6
Cc1cc(C)n2cc(CSCc3ccco3)nc2n1 | 4 | 0 | 2 | . | . | . | . | -6
CCCNC(=O)CCNC(=O)[C@H](O)C(C)(C)CO | 4 | -5 | -3 | -0.5 | -3 | 0 | -8 | -5
Cc1cc(C)n(-c2ccc(NC(=O)C3CCCCN3C(=O)c3occc3C)cc2)n1 (centres undefined) | 5 | . | 10 | 5.9 | 4 | -1 | -13 | -4
Cc1cccc(NS(=O)(=O)c2ccc(-c3cnc(C4CC4)o3)cc2)c1C | 3 | -2 | -26 | 0.6 | 1 | 4 | -28 | -6
COC(=O)Cn1ncn2c(cc3oc(C)cc32)c1=O | 3 | 1 | 31 | . | . | . | . | 7
CC(C)(C)c1csc(NC(=O)c2ccc(Br)o2)n1 | -5 | 6 | . | -0.4 | 8 | -3 | 2 | -13
CC1CCCCC1NC(=O)/C(C#N)=C/c1ccc(OCC(N)=O)cc1 (centres undefined) | 1 | -1 | . | 6.1 | . | . | . | -5
CCOc1ccc(OCc2ccc(C(=O)N3CCCC3)o2)cc1 | 2 | -5 | 18 | . | 2 | 5 | -2 | -14
Cc1nn(-c2ncc(C(F)(F)F)cc2Cl)c(=O)n1-c1c(F)cccc1F | . | -1 | . | . | -1 | 0 | -12 | .
COC(=O)c1ccc(/C=C/C(=O)OCC(=O)Nc2cc(C)on2)cc1 | -2 | -3 | -3 | -0.1 | 3 | 1 | -8 | -1
